# AddAB inh = less growth of phage-infected E. coli with AddAB; E. coli expressing H. pylori AddAB, absorbance growth; inhibition, % at 11.9 µM; 0.29% of 330,000 active; AID 435030; in the data active means inhibition above about 12%;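 further: 0% = vehicle wells of infected cells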
# PKA-R1A activ = activators of PKA-R1A complex | P00514+P68181 | PKA-R1A dissociation, Cy5-IP20 fluorescence polarization; scaled: DMSO 0%, 113 µM cGMP 100% | activation, % at 11.4 µM | 0.083% of 340,000 active;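 active means percent activation above the mean of all tested compounds plus 3 SD, cut at about 19% in these data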;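 further: higher means more PKAc released from R1A so a rise in polarization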
# Arr AP2 block = human beta-arrestin and AP2 interaction inhibition; AID 504490; inhibition, % at 10 µM; FITC-arrestin peptide / GST-AP2 beads, flow cytometry; AP2 beta2 appendage carries R879A mutation; 0.31% of 340,000 active;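 active means inhibition above a set limit, near 3 SD of compounds lacking own fluorescence, cut at about 54% in these data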;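 further: plate controls were DMSO wells for no effect and 5 µM unlabelled arrestin peptide for full effect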
#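 System: GST-AP2 R879A glutathione beads. Medium: PBS with 0.05% Tween 20 and 0.1% BSA. Also added: FITC-arrestin peptide, 50 nM. Incubation: 12 min plus 1 h, RT. Measured by: high-throughput flow cytometry of beads, ex 488, em 535 nm. Evaluation: percent drop in bead-associated FITC signal.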
# E coli growth = bacterial growth inhibition, counter-screen for AddAB inhibitors. E. coli V3065 growth, OD600 absorbance, 18 h. inhibition, % at 11.9 µM. 0.27% of 330,000 active. AID 449728;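 active means inhibition above the campaign's mean inhibition across all tested compounds plus 3 SD, cut at about 9.9% in these data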;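 further: uninfected addAB+ strain grown without phage in ampicillin broth; 0% = DMSO wells and 100% = ciprofloxacin 0.95 µg/ml wells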
# DSG3 Ab inh = human desmoglein-3 autoantibody binding inhibition. binding (percent of control), % at 10 µM. DSG3-coupled beads, scFv-anti-DSG3-GFP binding, flow cytometry; hits give low values. AID 588358. P32926. 0.48% of 310,000 active;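 active means binding more than 3 SD below its plate's average and above zero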;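 further: hits lower antibody fragment binding to DSG3; some compounds called inactive have numbers as strong as hits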
# Target sequence (P32926 whole entry, looked up, the tested form may be a part): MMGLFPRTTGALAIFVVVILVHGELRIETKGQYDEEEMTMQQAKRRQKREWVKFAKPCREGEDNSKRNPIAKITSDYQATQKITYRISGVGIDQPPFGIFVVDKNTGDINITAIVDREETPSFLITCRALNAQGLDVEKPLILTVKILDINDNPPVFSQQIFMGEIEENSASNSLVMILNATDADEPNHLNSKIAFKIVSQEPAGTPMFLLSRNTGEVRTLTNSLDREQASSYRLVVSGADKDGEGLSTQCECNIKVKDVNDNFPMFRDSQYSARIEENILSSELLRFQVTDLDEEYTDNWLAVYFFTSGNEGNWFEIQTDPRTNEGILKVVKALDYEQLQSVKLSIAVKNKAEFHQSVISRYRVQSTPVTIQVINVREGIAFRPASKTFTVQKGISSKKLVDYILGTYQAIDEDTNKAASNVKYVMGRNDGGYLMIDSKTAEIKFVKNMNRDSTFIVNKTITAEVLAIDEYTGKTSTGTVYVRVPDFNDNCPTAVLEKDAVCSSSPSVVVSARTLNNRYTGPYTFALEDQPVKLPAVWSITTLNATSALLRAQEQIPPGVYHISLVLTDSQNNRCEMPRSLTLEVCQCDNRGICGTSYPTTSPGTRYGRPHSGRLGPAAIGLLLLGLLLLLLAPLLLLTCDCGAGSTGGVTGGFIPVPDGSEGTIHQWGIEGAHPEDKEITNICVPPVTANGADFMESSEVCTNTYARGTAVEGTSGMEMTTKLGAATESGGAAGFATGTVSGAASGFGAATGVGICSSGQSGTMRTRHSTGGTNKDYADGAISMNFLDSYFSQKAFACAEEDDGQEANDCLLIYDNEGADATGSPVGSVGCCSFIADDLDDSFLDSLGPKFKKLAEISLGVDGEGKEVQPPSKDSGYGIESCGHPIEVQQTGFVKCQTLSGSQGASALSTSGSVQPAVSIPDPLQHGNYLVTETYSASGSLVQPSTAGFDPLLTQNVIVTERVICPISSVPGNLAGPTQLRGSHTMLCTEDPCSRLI
# phage Ecoli inh = E. coli growth loss with phage present; growth absorbance; inhibition, % at 11.9 µM; 0.26% of 360,000 active; AID 651602; in the data active means inhibition above about 11%
# OPRM1-OPRD1 inv = mu-delta opioid heterodimer inverse agonism; P35372+P41143; cell-based MOR-DOR heterodimer luminescence; inhibition, % at 9.3 µM; 0.21% of 340,000 active; in the data active means inhibition above about 22%, passing the limit was not always enough;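 further: 0% = cells with DMSO and 100% = wells without cells with DMSO; values of inactives mirror those of a sister screen read the other way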
# PfHsp90 set2 = reduces growth (ATP signal) of yeast expressing P. falciparum Hsp90. S. cerevisiae expressing PfHsp90, BacTiter-Glo ATP, 48 h; yeast lacking PDR1 and PDR3 efflux regulators. inhibition, % at 9.4 µM. 0.32% of 310,000 active. AID 504621;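 active means every replicate shows inhibition above about 80%, whatever the replicate mean, limit read from the data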;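 further: 0% = DMSO neutral controls and 100% = 20 µM radicicol positive controls; yeast relying on Plasmodium falciparum Hsp90 in place of its own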
# MOR-DOR ag = OPRM1-OPRD1 heterodimerization agonism. P35372+P41143. cells, luminescence. activation, % at 9.3 µM. 0.3% of 340,000 active. AID 504326; in the data active means activation above about 18%;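 further: 0% = vehicle-treated cells and 100% = reference agonist; values of inactives mirror those of a sister screen read the other way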
# Tat export inh = E. coli Tat transport inhibition; E. coli MC4100 TorA-mCherry Tat export, fluorescence; inhibition, % at 10 µM; 0.036% of 340,000 active; AID 488895;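 active means mean replicate inhibition at least 50% and at least half of replicates individually reaching 50%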;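 further: exported cargo escapes ClpAP degradation while cytoplasmic cargo is degraded and loses fluorescence; 0% = median of neutral control wells and 100% = median of NaSCN control wells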
# SUMO Mot1 rescue = SUMOylation pathway inhibition by Mot1-301 growth rescue. S. cerevisiae Mot1-301 growth rescue, ATP luminescence, 38.5C; percent above DMSO median, 100 means doubled. growth rescue, % at 18.8 µM. 1% of 320,000 active. AID 2716;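 active means every valid replicate shows activation above 250% relative to neutral control wells; inactive means the rest, any valid replicate at or below 250%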;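 further: OY570 slx delta 5 strain wells were the positive control but not used for scaling; some compounds called inactive have numbers as strong as hits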
# The depositor's hits bear a star; . = not tested or not shown.
SMILES,AddAB inh,PKA-R1A activ,Arr AP2 block,E coli growth,DSG3 Ab inh,phage Ecoli inh,OPRM1-OPRD1 inv,PfHsp90 set2,MOR-DOR ag,Tat export inh,SUMO Mot1 rescue
Cc1ccc2cc(C3CC(c4ccco4)=NN3C(=O)CCCC(=O)O)c(Cl)nc2c1 (stereo not drawn),-2.6,-5,-1,-1.9,90,-0.8,13,-5,-2.6,1,239
CC(OC(=O)c1cccc(-n2cnnn2)c1)C(=O)N(C)c1ccccc1 (stereo not drawn),1.0,-8,4,2.4,.,0.9,5,0,-1.0,-6,7
Cc1ccccc1Cc1c(C)nc2c(C(=O)N3CCN(Cc4ccc5c(c4)OCO5)CC3)cnn2c1C,0.0,-2,2,-3.9,110,1.2,-14,-7,2.5,-7,19
CC1CCCCC12NC(=O)N(CC(=O)c1ccc[nH]1)C2=O (stereo not drawn),0.6,7,24,-2.2,126,1.4,1,-11,-0.2,-1,-24
O=C(/C=C/c1ccccc1)NC(=S)N1CCSCC1,4.1,-1,7,0.3,110,2.3,7,30,-1.3,0,-6
Cc1cccc(-c2nnc3n2N=C(c2ccccc2Br)CS3)c1,2.0,2,-4,-0.3,103,0.5,6,-15,-1.0,0,-5
CCOC(=O)c1[nH]c2ccc(OC)cc2c1NC(=S)N1CCN(c2ccccc2)CC1,6.4,-3,3,3.6,.,3.8,-1,-25,0.3,-2,-16
O=c1[nH]c(Cc2ccc(F)cc2)nc2scc(-c3ccc(F)cc3)c12,2.2,-5,-12,-0.6,101,4.4,-61,-24,11,1,131
CCCC(=O)Nc1nc2ccc(S(=O)(=O)N3CCCCC3)cc2s1,2.1,3,3,1.8,88,1.1,6,-9,-1.0,0,-2
O=C(COC(=O)CN1C(=O)c2ccccc2C1=O)NC1CCCC1,0.8,2,-10,-2.1,93,0.2,-7,16,0.9,0,9
Cc1nnc(SCC(=O)NCC2CCCCC2)n(N)c1=O,0.7,1,19,2.4,107,3.9,11,-39,-2.0,2,-17
Cc1ccc(OCCC(=O)OCC(=O)NC(=O)NCc2ccccc2)cc1,-0.7,-8,0,0.5,100,1.8,5,-20,-1.1,-9,11
NC(N)=NS(=O)(=O)c1ccc(N)cc1,-1.9,-5,-4,-0.4,89,4.1,-8,-39,1.5,-15,4
Cc1cc(NC(=O)COC(=O)c2ccco2)no1,4.2,-5,7,1.3,.,2.6,10,-9,-2.2,-1,.
O=C1CC(NS(=O)(=O)c2ccc([N+](=O)[O-])cc2)CN1c1cccc(F)c1 (stereo not drawn),-0.7,-5,-6,-3.0,102,3.8,-6,.,1.2,3,13
Cc1ccc(S(=O)(=O)N2CCN(C(=O)CCn3cncn3)CC2)cc1,1.0,11,-39,2.7,107,2.0,13,-9,-2.3,2,6
CCCNC(=O)Nc1cccc(NC(C)=O)c1,-1.3,-16,0,-2.7,101,4.3,15,8,-3.0,3,-18
COc1cccc(NC(=O)COC(=O)c2cc(S(=O)(=O)N3CCOCC3)ccc2C)c1,-1.5,-1,0,0.4,86,2.7,6,-5,-1.0,-5,.
O=C(OCCc1cc2ccccc2c(=O)o1)c1cccc(Br)c1,0.6,-19,8,1.6,100,3.0,4,-3,-0.7,8,10
CCOc1c(Cl)cc(/C=N/O)cc1OC,2.4,-7,1,0.7,.,3.4,-4,46,0.8,8,0
O=C(c1cc2c(s1)CCCC2)N1CCN(Cc2ccc3c(c2)OCO3)CC1,1.6,2,8,1.0,79,1.4,-23,31,4.2,2,163
COc1ccccc1OCc1ccc(C(=O)NCC(C)C)o1,0.0,-6,9,-3.0,95,2.4,1,15,-0.2,6,82
Cc1cc(OCc2nn[nH]n2)c2c(-c3ccccc3)cc(=O)oc2c1,-1.3,3,-5,-0.2,101,1.6,14,21,-2.7,-6,16
O=C(O)CCCC(=O)NNC(=O)c1cccc(Br)c1,2.6,-1,-8,-0.9,101,1.4,14,2,-3.0,2,3
Cc1ccc(NC(=O)CN2CCCCC2)c2c1CC(C)(C)O2,0.0,-3,33,-1.6,100,3.0,-2,-2,0.4,1,390
COc1cc(/C=N/NC(=O)CC(=O)NC2CCCCC2)ccc1O,3.8,3,25,0.1,110,1.1,14,6,-2.6,-2,123
CCOC(=O)CCNC(=O)c1ccc2nc(C3CCCCC3)oc2c1,3.4,-2,9,-0.2,97,-1.1,7,-4,-1.6,-2,22
Cc1ccc(N/N=C(\C#N)C(=N)N2CCCCCC2)cc1,1.2,2,11,1.2,92,5.6,19,-12,-3.7,2,36
O=C(COc1ccc(-c2nnc(N3CCCCC3)c3ccccc23)cc1)N1CCCCC1,0.0,12,8,-1.8,106,1.9,-18,-3,3.0,9,10
CCOC(=O)c1c(C)[nH]c(C(=O)C(C)OC(=O)c2ccc(NC(=O)CC#N)cc2)c1C (stereo not drawn),-0.1,0,27,-1.6,95,7.2,8,-7,-2.0,0,-7
COc1cccc(CN2CCN(Cc3c(C)nn(C(C)C)c3C)CC2CCO)c1 (stereo not drawn),3.2,6,4,-2.2,85,6.0,-9,.,1.4,-2,5
CC1CCN(S(=O)(=O)c2ccc(NC(=O)c3ccco3)cc2)CC1,3.6,-5,1,-0.8,.,-0.6,8,20,-1.0,1,11
CC(C)(C)Sc1nc(O)cc(=O)[nH]1,-1.2,2,-3,1.4,100,0.2,17,-4,-3.1,0,1
CCOC(=O)/C(C#N)=C/c1cc2ccccc2nc1Cl,1.1,-7,-4,0.5,102,3.0,-3,-18,0.6,6,9
O=C(Nc1nnc(Cc2ccccc2)s1)c1cccnc1,1.0,-11,-16,-3.7,122,0.0,-14,.,2.9,5,1
O=C(CCC1CCCC1)N1CCN(C2CCCC2)CC1,3.5,-10,2,0.3,107,0.7,-6,10,1.4,0,13
CCCCC(=O)Nc1c2c(nn1-c1ccc(C)cc1)CS(=O)(=O)C2,0.2,-2,0,1.0,99,1.4,8,2,-1.8,5,-1
COc1ccc(CN2CCNC(=O)C2CC(=O)NCCC2=CCCCC2)cc1OC (stereo not drawn),1.0,-4,11,2.6,104,1.3,6,10,-1.1,-18,2
CC1CCc2c(sc(NC(=O)COC(=O)c3ccccc3NCc3ccco3)c2C#N)C1 (stereo not drawn),0.8,-2,-10,-0.4,106,1.7,10,.,-2.2,-6,12
Cc1ccccc1-c1nc(CN2CCSCC2)c(C)o1,-0.2,-10,24,1.9,109,2.3,9,5,-1.7,2,.
CN(C)CCOC(=O)c1ccc2[nH]c3c(c2c1)CSCC3,1.4,-8,32,-3.2,103,3.7,13,9,-2.4,-8,-11
CC(=O)N(CN1C(=O)CCC1=O)c1cccc(Cl)c1,1.5,4,-7,3.1,80,3.1,10,-2,-2.0,-2,7
CC1CC(C)(C)NC(=S)N1CC(=O)NCc1ccc(F)cc1 (stereo not drawn),4.1,-9,18,-1.0,94,1.1,1,26,-0.3,-6,835*
CN1CCN(Cc2ccc(OCc3ccccc3)cc2)CC1,2.8,7,1,-1.5,94,3.0,-4,8,0.7,-7,-7
COC(=O)CNC(=O)CSc1nnc2cc(C)c3ccccc3n12,1.5,-1,21,-2.1,101,1.4,17,12,-3.2,-7,-1
CC(=O)Nc1ccc(N(C)C)cc1[N+](=O)[O-],1.0,2,12,0.6,.,2.3,-29,0,4.8,3,5
CCN(CC)CCCn1c2c(c(SCC(=O)Nc3ccc(F)c(F)c3)nc1=O)CCC2,-2.4,1,-10,1.6,95,3.5,2,-3,-0.3,6,1
COc1cc2[nH]c(=S)n(CCCN3CCOCC3)c(=O)c2cc1OC,0.4,-3,-2,2.6,106,0.4,-6,17,0.9,-3,3
COc1cccc(OCC(=O)Nc2ccccc2-c2ccccc2)c1,2.5,.,8,1.7,106,5.6,.,-20,.,9,16
COc1ccccc1N1CCN(Cc2cccc(OC)c2OC)CC1,-1.0,-2,-9,2.8,.,2.4,3,.,-0.7,4,-11
Cc1ccc(CCCOC(=O)C[N+]2(C)CCCCC2)cc1,1.3,-3,-2,-0.5,120,-0.1,14,.,-3.0,-6,-12
Cc1ccc(N2NC(=O)/C(=C/C=C/c3ccco3)C2=O)cc1C,3.6,4,9,0.0,99,3.2,6,4,-1.3,-7,163
O=c1sc(Nc2ccccc2)nc2ccccc12,0.8,4,24,0.2,112,1.2,18,.,-3.8,-1,-23
COCCN(C(=O)c1ccc(N2C(=O)c3ccccc3C2=O)cc1)c1c(N)n(CC(C)C)c(=O)[nH]c1=O,.,-1,29,.,102,2.6,-2,-9,0.3,-2,.
O=C(c1cc(-c2ccc(Cl)cc2)n(-c2ccc(Cl)c(Cl)c2)n1)N1CCOCC1,0.4,3,1,0.4,102,1.5,-20,32,4.0,-4,36
Cc1ccc(CNC(=O)CC(C)S(=O)(=O)c2cc3c(cc2C)NC(=O)CO3)cc1 (stereo not drawn),4.0,-3,-7,-0.5,102,2.6,14,7,-2.8,-12,.
O=C(O)CCS(=O)(=O)c1ccccc1Cl,2.1,-11,5,-2.4,103,2.9,15,5,-3.0,4,-8
CCN1CCCC1CN(Cc1cc2ccc(C)cc2[nH]c1=O)C(=S)Nc1ccc(OC)cc1 (stereo not drawn),2.1,-2,-14,-1.3,106,3.6,9,0,-1.7,11,-16
Cc1cc(C)c(NC(=O)COC(=O)C2CCC2)c(Cl)c1,2.0,-3,-5,2.3,106,-0.4,18,20,-5.4,4,-2
O=C(Nc1ccc(Cl)cn1)c1ccc2[nH]c(=O)c(=O)[nH]c2c1,3.4,-7,7,0.9,96,2.3,19,-7,-3.9,-4,15

# 3 compounds from above, reduced to OPRM1-OPRD1 inv and phage Ecoli inh.
Structure	OPRM1-OPRD1 inv	phage Ecoli inh
Cc1cc(OCc2nn[nH]n2)c2c(-c3ccccc3)cc(=O)oc2c1	14	1.6
O=C(O)CCCC(=O)NNC(=O)c1cccc(Br)c1	14	1.4
Cc1ccc(NC(=O)CN2CCCCC2)c2c1CC(C)(C)O2	-2	3.0

# Continuation:
SMILES,AddAB inh,PKA-R1A activ,Arr AP2 block,E coli growth,DSG3 Ab inh,phage Ecoli inh,OPRM1-OPRD1 inv,PfHsp90 set2,MOR-DOR ag,Tat export inh,SUMO Mot1 rescue
CC(=O)C[C@H]1c2ccccc2S(=O)(=O)N1C1CCCC1,1.1,-9,-10,0.5,105,4.0,14,-26,-2.3,5,10
CCOc1ncccc1C(=O)NNC(=O)c1ccccc1-n1cccc1,1.7,-9,7,1.4,103,1.9,12,1,-3.5,-2,12
COc1ccc(CCNC(=O)c2cc(COc3c(C)cccc3C)on2)c(OC)c1,2.3,1,32,0.2,110,-0.5,0,-17,0.0,5,-14
COc1ccc(C)cc1C(=O)CCC(=O)NCCc1ccc(S(N)(=O)=O)cc1,-1.9,-2,25,-0.4,95,-0.2,14,8,-3.1,-2,-13

# Screening data deposited in PubChem BioAssay by several laboratories.
